# CCT chaperon mod = changes cytosolic chaperonin activity | purified chaperonin ATPase assay, HTRF ADP detection, 30 min | activity change, % (concentration not given with the values), hits read low | 360,000 compounds, 0.3% hits | AID 651819; in the data active = activity change below about -30%; also: % is scaled to controls: 0 for no effect and ±100 for the full control effect
#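 TRiC (40 or 20 nM final, by batch activity) in 30 mM Tris pH 7.4, 100 mM KCl, 5 mM MgCl2, 1 mM DTT was treated with compound at 76 uM single dose, then 10 uM ATP, 30 min at 37 °C. ADP was read by HTRF Transcreener.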
# EPAC1 agonist = EPAC1 (human) agonism. 360,000 compounds, 0.073% hits. AID 720707. O95398. Potency, µM (series often up to 154 µM), without a hit: at the highest dose activation, usual class: activators. EPAC1 agonist qHTS, biochemical assay; response scale: 100% = response to 6.5 mM cAMP; also: potency is read from the fitted curve at half-maximal effect; nearly all actives have a fitted effect of over 60% in size
# Target sequence (O95398 whole entry, looked up): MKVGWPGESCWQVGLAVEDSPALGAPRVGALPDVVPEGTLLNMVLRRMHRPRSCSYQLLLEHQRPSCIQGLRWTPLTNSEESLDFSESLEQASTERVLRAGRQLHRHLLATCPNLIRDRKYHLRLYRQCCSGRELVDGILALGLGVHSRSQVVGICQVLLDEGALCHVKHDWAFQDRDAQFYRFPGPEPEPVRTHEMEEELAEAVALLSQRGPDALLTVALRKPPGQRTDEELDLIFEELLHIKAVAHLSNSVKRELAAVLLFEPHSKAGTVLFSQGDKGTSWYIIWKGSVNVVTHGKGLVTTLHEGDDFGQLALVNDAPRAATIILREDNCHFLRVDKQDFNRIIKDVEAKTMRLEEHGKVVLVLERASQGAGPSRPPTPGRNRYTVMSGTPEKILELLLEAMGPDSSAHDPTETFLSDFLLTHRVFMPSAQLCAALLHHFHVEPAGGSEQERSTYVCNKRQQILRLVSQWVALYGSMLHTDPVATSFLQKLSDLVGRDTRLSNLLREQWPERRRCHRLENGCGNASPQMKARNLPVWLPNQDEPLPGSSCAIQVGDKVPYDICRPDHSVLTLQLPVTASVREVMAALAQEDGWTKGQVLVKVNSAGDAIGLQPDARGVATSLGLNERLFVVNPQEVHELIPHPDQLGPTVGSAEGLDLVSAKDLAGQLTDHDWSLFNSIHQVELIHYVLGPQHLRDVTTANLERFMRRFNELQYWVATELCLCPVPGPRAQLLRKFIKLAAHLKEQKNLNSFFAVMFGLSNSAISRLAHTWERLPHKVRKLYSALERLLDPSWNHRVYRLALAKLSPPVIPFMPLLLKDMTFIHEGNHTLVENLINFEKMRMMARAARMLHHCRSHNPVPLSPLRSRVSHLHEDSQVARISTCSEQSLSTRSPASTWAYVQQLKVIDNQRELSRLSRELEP
#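 Nucleotide exchange by EPAC1 (100 nM) on Rap1B–BODIPY-GDP (250 nM) in the presence of 50 uM GDP is tracked fluorescently at 480/540 nm over 30 min. Signals are normalized to a 6.5 mM cAMP control.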
# PI5P4Ka inh = inhibitors of human PI5P4K alpha | P48426 | PI5P4Kalpha enzyme, ADP-Glo luminescence, 60 min; hits give low values | max response, % | 330,000 compounds, 1.2% hits | AID 652105; active = max response of -50% or lower; inconclusive = between -30% and -50%; inactive = -30% or higher; also: value at the top dose of about 77 µM; % is scaled to controls: 0 for no effect and ±100 for the full control effect
#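 Luminescence from ADP-Glo served as readout of PI5P4Kalpha activity in a qHTS format. Reaction: enzyme, substrate, compound, ATP at 5 microM final, 60 min at RT.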
# PLK1 PBD inh = PLK1 (human) polo-box domain binding inhibition; AID 720504; Potency, µM, without a hit: max response, negative = inhibition, actives largely listed as inhibitors; 360,000 compounds, 2.8% hits; Plk1 PBD binding of FITC phosphopeptide, fluorescence polarization; P53350; also: potency is read from the fitted curve at half-maximal effect; series mostly up to about 57 µM; % is scaled to controls: 0 for no effect and ±100 for the full control effect; nearly all actives have a fitted effect of over 65% in size
# EPAC1 antag = blocks human EPAC1 exchange factor. 360,000 compounds, 0.14% hits. EPAC1 GEF assay, Rap1b-BODIPY-GDP exchange fluorescence. O95398. Potency, µM (titrated, usually from 115 µM), for the others: at the highest dose activity change, negative = inhibition, usual class: inhibitors;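 also: potency is read from the fitted curve at half-maximal effect; plate controls were vehicle for no effect and positive control for full effect; nearly all actives have a fitted effect of over 50% in size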
# WRN helicase inh = inhibitors of human WRN helicase | WRN helicase unwinding, fluorescent forked duplex, kinetic | Q14191 | Potency, µM (series often up to 114 µM), inactives show at the highest dose activity change, negative = inhibition, most hits filed as inhibitors | 360,000 compounds, 0.46% hits; also: potency is read from the fitted curve at half-maximal effect; % is scaled to controls: 0 for no effect and ±100 for the full control effect; nearly all actives have a fitted effect of over 55% in size
#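 WRN at 20 nM final was preincubated with compound for 15 min at room temperature; reaction started with 100 nM forked duplex oligonucleotide carrying fluorophore and quencher plus 2 mM ATP (final). Unwinding followed kinetically by red fluorescence (ex 525/em 598 nm).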
# IL-2 act = IL-2 activation; IL-2 activation reporter assay, cell-based qHTS; stimulated with anti-CD3/CD4/CD28 beads; in transgenic mouse T cells; activation, % (series mostly up to about 46 µM); 360,000 compounds, 0.065% hits; AID 652025; in the data active = activation above about 50%; inconclusive = mostly about 30% to 49%; also: 0% is about no effect
#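 Readout: EGFP and DsRed signals by fluorescent plate cytometry. Unstimulated transgenic mouse T cells received compound 60 min before antibody-bead stimulation, then incubated 18 h at 37 degrees C.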
# EPAC2 agonist = activates human EPAC2 exchange factor | EPAC2 activation, biochemical qHTS; response scale: 100% = 6.5 mM cAMP response | Potency, µM (highest dose often 154 µM), for inactives: at the top dose activation, hits mostly activators | AID 720711 | 360,000 compounds, 0.079% hits; also: potency is read from the fitted curve at half-maximal effect; nearly all actives have a fitted effect of over 50% in size
#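 In this primary screen, activation is scored as increased exchange of BODIPY-GDP from Rap1B by 100 nM EPAC2, with 50 uM GDP as competitor. Signal is normalized to the 6.5 mM cAMP agonist control.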
# Active calls of the source: *; ? = inconclusive; . = no result given; [ ] = dose if it differs, or a comment. Unless noted, calls follow the shape of the dose curve; as a rule, active = well fitted curve in the direction sought with a large enough effect; inconclusive = small, poorly fitted or top-dose-only effect, or another doubt; inactive = no such curve, though single readings can be large; an effect the other way counts as inactive or inconclusive. Not all compounds are listed. The share of hits here may be higher or lower than overall.
SMILES,CCT chaperon mod,EPAC1 agonist,PI5P4Ka inh,PLK1 PBD inh,EPAC1 antag,WRN helicase inh,IL-2 act,EPAC2 agonist
CC(C)n1cc(/C=C2/SC(=O)N(CC(=O)Nc3ccc4c(c3)OCO4)C2=O)c2ccccc21,0.1,-2%,.,0%,5%,5%,1.6,2%
Cc1cc(C(=O)COC(=O)c2cccnc2Cl)c(C)n1CC1CCCO1 (stereo not drawn),-2.5,-3%,2,2%,8%,0%,-0.7,1%
CON=C1CCN(c2ncc(C(F)(F)F)cc2Cl)CC1,-1.6,6%,-3,3%,9%,1%,-2.1,2%
COc1ccc(CCNC(=O)c2cc3c(=O)n4ccccc4nc3n(Cc3ccco3)c2=N)cc1OC,1.9,0%,0,4%,-9%,-19%,0.0,0%
O=C1CCN(CCc2ccccc2)CCN1[C@H](CSc1ccc(Br)cc1)c1ccccc1,-0.8,2%,19,-18%,-25%,-1%,-0.4,4%
O=C1C2CCCCC2C(=O)N1c1ccc(NC2CCCCC2)c([N+](=O)[O-])c1 (stereo not drawn),-0.1,1%,4,6%,5%,-8%,0.5,3%
CN(C(=O)c1ccc(Br)cc1)C1CCS(=O)(=O)C1 (stereo not drawn),0.7,5%,-1,1%,6%,0%,-1.5,3%
Cc1ccc(-n2c(SCC(=O)Nc3cccc(S(=O)(=O)NC4=NCCCCC4)c3)nc3ccccc3c2=O)cc1,-13,-9%,0,-9%,-3%,-9%,0.0,5%
Cc1ccc2[nH]cc(C(=O)CN3CCOCC3)c2c1,0.3,12%,.,-9%,4%,-3%,-1.3,4%
CC(C)NC(=O)N(C)C[C@H]1Oc2ccc(NS(=O)(=O)c3ccccc3)cc2C(=O)N([C@H](C)CO)C[C@@H]1C,-0.8,1%,9,-6%,-2%,-3%,0.4,9%
COc1cccc(C(=O)COC(=O)c2ccc(NC(=O)c3ccccc3)cc2)c1,-3.8,2%,0,-4%,4%,6%,-3.0,5%
Nc1n[nH]c(C2CC2)c1N=Nc1ccc(Cl)cc1,-3.4,6%,21,-3%,-6%,-7%,0.1,13%
c1ccc(-n2ncc3c2ncn2nc(-c4ccco4)nc32)cc1,-0.1,5%,.,-3%,-4%,-13%,2.4,-2%
O=C(CCc1ccccc1Cl)Nc1cc2c(cc1C(=O)O)OCCCO2,4.2,2%,2,-9%,-28%,-2%,-0.4,3%
Cc1ccc(-n2nnnc2Sc2nc([N+](=O)[O-])nn2C)cc1C,-2.0,3%,-3,-6%,19%,0%,0.1,1%
C=CCn1c(SCC(=O)Nc2cc(C)on2)nnc1-c1ccccc1OC,-3.8,-7%,-6,-15%,-12%,2%,-0.3,9%
O=c1cc(CO)oc(CN2CCC(Cc3ccccc3)CC2)c1O,-1.1,1%,-5,-6%,7%,15%,-0.3,-9%
COC(=O)c1ccc(Cn2cnc3c(cnn3-c3ccc(Cl)cc3)c2=O)o1,-0.9,8%,-1,-3%,-6%,-1%,-0.7,2%
Clc1ccc(C=NN2CCCCCC2)cc1Cl,1.7,-4%,21,4%,30%,-12%,-3.3,4%
CCOc1ccccc1/C=N/Nc1ccccc1[N+](=O)[O-],-0.7,0%,16,-3%,-18%,1%,-0.6,-6%
COc1ccc(OC)c(CCNC(=O)Cn2ccc3cc(S(=O)(=O)N4CCCC4)ccc32)c1,1.5,8%,-2,-24%,-16%,-5%,-1.3,13%
O=C1COc2ccc(-c3csc(=Nc4ccc(OC(F)F)cc4)n3CC3CCCO3)cc2N1 (stereo not drawn),-1.8,24%,.,2%,-1%,-5%,-2.3,-5%
CC(C)(C)C(=O)N1CCC(O)(CS(=O)(=O)Cc2ccccc2)CC1,0.9,12%,3,-6%,4%,-7%,-0.3,5%
CN(Cc1ccccc1)Cc1nc2c(c(=O)n(C)c(=O)n2C)n1Cc1ccc(F)cc1,-0.2,5%,0,-7%,0%,-7%,-1.0,1%
Cc1oc(C(=O)Nc2ccc(C(=O)O)cc2)cc1COc1ccccc1,-3.9,14%,.,-5%,13%,-1%,-3.0,14%

# New compounds follow:
SMILES,CCT chaperon mod,EPAC1 agonist,PI5P4Ka inh,PLK1 PBD inh,EPAC1 antag,WRN helicase inh,IL-2 act,EPAC2 agonist
COc1ccc(C(CC(=O)O)N2Cc3ccccc3C2=O)cc1OC (stereo not drawn),1.6,6%,1,2%,-5%,1%,-2.0,4%
Cc1ccc(S(=O)(=O)N2CCC(C(=O)Nc3cc(C(F)(F)F)ccc3N3CCOCC3)CC2)cc1C,-2.3,4%,0,-2%,-16%,-11%,-4.0,6%
COc1ccccc1NCCC(=O)OCC(=O)Nc1cc([N+](=O)[O-])ccc1F,1.2,12%,-3,-6%,-3%,-7%,-2.9,9%
COc1ccc(C(=O)NCc2ccc3c(c2)OCO3)cc1S(=O)(=O)N(C)Cc1ccccc1,-2.9,13%,0,-4%,-19%,3%,-0.3,2%
O=C(Nc1cccc(C(=O)Nc2ccc(Br)cc2)c1)c1ccccc1,0.0,7%,-3,1%,-12%,6%,-0.6,-7%
COc1ccc(N2C(=O)CC(SCC(=O)O)C2=O)cc1 (stereo not drawn),-1.3,-5%,-3,-10%,5%,7%,0.6,3%
CCCCCC#CCN1CCN(C23CC4CC(CC(C4)C2)C3)CC1,0.1,-8%,-1,4%,-3%,-2%,-0.9,-8%
O=C(Oc1ccc(Cl)cc1)c1ccc(N2CCOCC2)c([N+](=O)[O-])c1,0.6,8%,22,-3%,-2%,-3%,0.6,3%
CC(C)C(NC(=O)CSc1ccc(Cl)cc1)C(C)C,-2.8,-3%,.,-10%,17%,-2%,-0.7,-15%
Cc1cc(OCc2cc(C(=O)N3CCN(C)C(=O)[C@@H]3C)no2)cc(C)c1Cl,0.6,4%,15,3%,11%,-2%,-3.0,-8%
COc1ccccc1C(=O)Nn1cnnc1,-3.3,1%,-1,-5%,-2%,-23%,0.8,3%
CCOc1ccc2c3c(c(=O)oc2c1OCC)CCCC3,1.4,3%,11,1%,-2%,-5%,0.1,-5%
CC(C)(C)Nc1nc(-c2ccccn2)nc2ccccc12,-4.8,9%,6,-4%,-15%,-1%,-4.1,3%
O=C(Nc1ccc(Cl)cc1)N1CCC(c2ccccc2)C1 (stereo not drawn),0.1,6%,10,-8%,-17%,-14%,-2.7,5%
CCOC(=O)C1=C(C)c2ccccc2N(S(=O)(=O)C(F)(F)F)C1C(=O)OCC (stereo not drawn),-1.5,-23%,9,-5%,-17%,-3%,-0.4,-6%
Clc1ccc2nc(CSc3ncn[nH]3)cn2c1,-3.3,2%,-5,-4%,11%,2%,-0.3,0%
COc1ccc(/C=N/N2C(C)CCCC2C)cc1O (stereo not drawn),-2.4,-3%,-8,-1%,-2%,2%,-2.9,12%
CCn1cc([N+](=O)[O-])c(C(=O)Nc2ccc3c(c2)OCCO3)n1,-1.3,0%,.,-5%,8%,0%,-2.4,5%
Nc1[nH]c(C(=O)c2ccccc2)c(-c2ccccc2C(F)(F)F)c1C(=O)NCCc1c[nH]c2ccccc12,-0.9,-17%,-29,15%,-5%,-1%,-0.9,6%
N#CCN(C(=O)COC(=O)CCCNC(=O)c1ccc(Cl)cc1)c1ccccc1,-1.7,14%,4,0%,-11%,-1%,-4.2,8%
COc1ccc([N+](=O)[O-])c2c(=O)ccoc12,-1.4,5%,1,-2%,4%,1%,2.0,1%
O=C(C1CCC1)N1CCN(S(=O)(=O)c2ccc(Br)cc2Cl)CC1,-2.1,3%,3,-6%,-10%,5%,-0.3,4%
Cc1ccc(NS(=O)(=O)c2cccc(C(=O)N3CCCC(C)C3)c2)cc1 (stereo not drawn),-0.3,1%,-5,-2%,3%,-7%,-1.5,-4%
COC(=O)C(NNc1ccc(F)cc1)(NC(=O)c1ccccc1)C(F)(F)F (stereo not drawn),-0.6,-10%,-2,-12%,-15%,-16%,-1.5,7%
O=C(Nc1cccs1)Nc1c(F)c(F)c(F)c(F)c1F,0.1,-4%,-6,9%,27%,-22%[57.1 µM],-0.1,0%

# Later entries:
SMILES,CCT chaperon mod,EPAC1 agonist,PI5P4Ka inh,PLK1 PBD inh,EPAC1 antag,WRN helicase inh,IL-2 act,EPAC2 agonist
CCOC(=O)c1c(NC(=O)C2CCCCC2C(=O)O)sc2c1CCCCC2 (stereo not drawn),3.0,1%,-7,?,-24%,-10%,-0.2,-5%
N#Cc1cnn2c3c(cnc12)C(=O)N1CCc2ccccc2C1C3 (stereo not drawn),1.2,1%,11,?,4%,-1%[57.1 µM],0.5,-2%
CCOCCn1ccc2c(OCC(=O)Nc3ccc(OC)cc3OC)cccc2c1=O,-0.8,2%,6,-6%,-5%,-10%,-3.5,4%
COc1ncccc1C(=O)N1CCC(n2nccc2NC(=O)CC(C)C)CC1,-4.0,2%,-4,-2%,13%,?,-2.8,4%
CCOn1c(SC(C)C)nc2ccccc2c1=O,1.6,-6%,2,-5%,0%,8%,-3.0,2%
COc1ccc(C(=O)NC2CCN(CC(=O)NCc3ccccc3F)CC2)cc1,0.7,4%,-5,-2%,?,0%[57.1 µM],-0.3,4%
O=C(Cc1cccs1)NCCN1CCOCC1,0.0,-11%,-16,0%,-14%,-3%,-3.8,-3%
O=S(=O)(O)c1cc(O)c2cc(Nc3ccccc3)ccc2c1,0.4,8%,-69*,19µM*,?,11µM*,0.4,4%
CC(C)Oc1cccc(-c2cc(C(=O)N3CCN(S(C)(=O)=O)CC3)c3ccccc3n2)c1,-23,-1%,6,-8%,-19%,3%,-1.9,4%
Cc1ccc(S(=O)(=O)Nc2ccc(C(=O)N3CCOCC3)cc2)cc1,-2.2,7%,2,-15%,2%,1%,0.0,10%
O=C(N1CCOCC1)N1CCN(Cc2ccccc2)CC1,-0.6,-3%,0,2%,-9%,5%,-0.5,1%
Cc1csc(=Nc2ccccc2)n1C,1.0,1%,3,-5%,-18%,-5%,0.7,6%
COc1ccc(CCC(=O)OCc2csc(CC(=O)Nc3ccccc3C)n2)cc1,-2.1,6%,-9,-9%,-2%,?,-2.3,3%

# Part of the list above, with two lines to a compound:
# Fields – CCT chaperon mod, EPAC1 agonist, PI5P4Ka inh, PLK1 PBD inh, EPAC1 antag, WRN helicase inh, IL-2 act, EPAC2 agonist
COc1ccc(N2C(=O)CC(SCC(=O)O)C2=O)cc1 (stereo not drawn)
    -1.3, -5%, -3, -10%, 5%, 7%, 0.6, 3%
COc1ccccc1NCCC(=O)OCC(=O)Nc1cc([N+](=O)[O-])ccc1F
    1.2, 12%, -3, -6%, -3%, -7%, -2.9, 9%
CC(C)Oc1cccc(-c2cc(C(=O)N3CCN(S(C)(=O)=O)CC3)c3ccccc3n2)c1
    -23, -1%, 6, -8%, -19%, 3%, -1.9, 4%

# Bioassay records as filed in PubChem BioAssay.
